HDAC3 inhib – human HDAC3 inhibition | 0.15% of 320,000 active | recombinant HDAC3, fluorogenic peptide/trypsin coupled, fluorescence | inhibition, % at 8.3 µM | O15379; in the data active = inhibition above about 26%, passing the limit was not always enough; inconclusive = no clear call, values can overlap the other calls
Target sequence (O15379 whole entry, looked up): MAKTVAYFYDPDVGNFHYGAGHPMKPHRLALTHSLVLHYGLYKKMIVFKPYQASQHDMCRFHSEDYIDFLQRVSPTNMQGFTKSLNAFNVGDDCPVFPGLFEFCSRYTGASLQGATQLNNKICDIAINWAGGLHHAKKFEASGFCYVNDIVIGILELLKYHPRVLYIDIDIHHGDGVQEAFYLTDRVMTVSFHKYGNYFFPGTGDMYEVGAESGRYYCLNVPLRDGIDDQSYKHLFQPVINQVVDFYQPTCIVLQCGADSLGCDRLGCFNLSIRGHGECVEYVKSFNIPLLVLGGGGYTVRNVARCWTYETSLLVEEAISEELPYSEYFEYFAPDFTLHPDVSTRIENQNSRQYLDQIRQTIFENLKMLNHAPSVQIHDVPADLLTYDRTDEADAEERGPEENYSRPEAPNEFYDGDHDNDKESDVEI
HSF-1 act – increases HSF-1 driven luciferase reporter signal. 1.7% of 300,000 active. NIH3T3-HGL HSF-1 luciferase reporter, MG132, 8 h; 100% = twice DMSO control signal. activation, % at 9 µM;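 active = mean replicate activation of at least 50% with a set share of replicates each reaching 50%; inconclusive = only one of those two conditions met; inactive = mean below 50% and too few replicates reaching it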;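 also: 0% = median of the neutral control wells and 100% = twice that signal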
HIF activator – HIF pathway transcriptional activation; 0.32% of 300,000 active; U2OS HRE-luciferase reporter, luminescence; normalized: DMSO 0%, desferrioxamine 100%; activation, % at 7.5 µM (by protocol); AID 1910;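 active = mean activation of at least 10% of the iron chelator positive control signal, with at least half of replicates also reaching 10%; inconclusive = mean and replicate majority disagree about reaching 10%; inactive = mean and most replicates under 10%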
Platelet DG rel – modulates dense granule release in human platelets | human platelet-rich plasma, SFLLRN dense granule ATP release, luminescence | 0.22% of 300,000 active | inhibition, %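 (compounds screened at 7.5 µM in platelet-rich plasma)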;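 active = mean replicate score, as percent of positive control, at or above 50; inconclusive = mean below 50 but at least one replicate at or above 50; inactive = mean and every replicate below 50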
AI-2 QS modul – modulators of Vibrio harveyi AI-2 quorum sensing system | Vibrio harveyi JMH597 AI-2 luminescence/OD600 ratio, 9 h; stronger effect = lower value; strain lacks LuxN and CqsS sensors; 0 = neutral-control median | activity change, % at 7.5 µM | 0.4% of 300,000 active | AID 2094; in the data active = activity change below about -75%, passing the limit was not always enough; inconclusive = no clear call, values can overlap the other calls;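 also: luminescence divided by OD600 gain over 9 h not by final OD600 alone; inactives centre near 13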
KLF5 inhibitor – inhibitors of KLF5 expression. DLD-1 KLF5 promoter-luciferase reporter, luminescence. inhibition, % at 5 µM. 0.23% of 290,000 active;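 active = inhibition above a per-plate limit of that plate's mean compound inhibition plus 3 SD, cut at about 60% in these data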;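 also: 0% = DMSO wells and 100% = LY294002 at 200 µM; higher means less KLF5 promoter-driven luciferase light; inactives centre near -14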
aSyn UTR inh – 5' untranslated region of α-synuclein, MLPCN primary screen | inhibition, % (tested at 7.5 µM) | alpha-synuclein 5'UTR reporter, inhibitor activity | 0.82% of 300,000 active | AID 1813; in the data active = inhibition above about 60%; inconclusive = no clear call, values can overlap the other calls;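 also: H4 neuroglioblastoma cells stably carrying SNCA 5'UTR luciferase fusion; 0% = DMSO wells and 100% = positive control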
HSP90 refold inh – blocks HSP90-mediated luciferase refolding in reticulocyte lysate; AID 1789; inhibition, % at 5.6 µM; 0.91% of 290,000 active; Rabbit reticulocyte lysate, luciferase refolding luminescence, 3 h;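 active = inhibition above the screen-wide mean plus 3 SD, computed separately per campaign, cut at about 16% in these data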;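 also: 0% = DMSO wells and 100% = 60 µM geldanamycin wells; inhibitors lower the luminescence because luciferase stays unfolded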
IEC-6 tox – kills IEC-6 intestinal cells in KLF5 counter-screen | IEC-6 cytotoxicity, luminescence viability | inhibition, % at 5 µM | 0.78% of 290,000 active | AID 1825; in the data active = inhibition above about 22%;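 also: 0% = plate median of test compound wells and 100% = cytotoxic reference compound wells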
HSF1 inhib – HSF1 inhibition; NIH3T3-HGL HSE-luciferase, MG132-induced, luminescence 8 h; stronger effect = lower value; activity change, negative = inhibition, % at 7.5 µM (by protocol); 0.77% of 300,000 active; AID 2098;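 active = more than half of replicate wells show activity change below -50%, luminescence cut by over half; inconclusive = some wells, but at most half, below -50%; inactive = no replicate well below -50%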;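 also: luciferase reports HSF-1 transcriptional activity via heat shock element; 0% = median of DMSO wells and -100% = zero luminescence signal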
An asterisk follows results filed as active; ? = inconclusive; / = not tested or not shown. The order is random; overall some 5% were active at least once.

Results follow in this order: HDAC3 inhib | HSF-1 act | HIF activator | Platelet DG rel | AI-2 QS modul | KLF5 inhibitor | aSyn UTR inh | HSP90 refold inh | IEC-6 tox | HSF1 inhib
> COc1cccc(OCc2cc(C(=O)N(C)CCOc3ccc(C)cc3)no2)c1
    / | 57* | 4.5 | 3 | -41 | -94 | -133 | 9 | -2 | 34
> C=CCOC(=O)C1=C[C@@H](c2ccc3c(c2)OCO3)C[C@@H](OCCCCO)O1
    12 | 1 | 0.7 | 1 | -5 | / | -23 | / | / | 1
> COCCn1c(-c2ccc(SC)cc2)nc2c1c(=O)[nH]c(=O)n2CC(C)C
    -149 | 14 | 0.3 | 0 | -13 | 7 | -9 | 1 | 4 | 11
> Cc1occc1C(=O)Nc1ccccc1NC(=O)c1ccoc1C
    0 | -12 | -0.6 | 2 | 32 | -16 | 6 | -3 | 0 | -14
> C(=N\n1cnnc1)/c1ccc(N2CCOCC2)s1
    2 | -5 | -0.3 | -1 | 7 | -16 | 6 | -3 | 4 | -2
> CCSc1nnc(NC(=O)CSc2nnc(C)c(=O)n2N)s1
    -1 | 15 | -0.4 | -1 | -3 | -33 | -7 | -3 | -3 | -16
> CCOC(=O)c1c(NC(=O)Cc2ccccc2)sc2c1CCN(CC)C2
    -2 | -10 | 0.2 | 0 | 15 | -5 | -14 | -5 | -1 | 1
> COc1cc(/C=C(/C#N)c2ccc(C)cc2)ccc1Oc1ccc([N+](=O)[O-])cn1
    -2 | 4 | -0.6 | -1 | 12 | 11 | 22 | 1 | -4 | -4
> CCCCCc1cc(=O)oc2c(C(CCN3CCCC3)c3cc(OC)c(OC)c(OC)c3)c(OC)cc(OC)c12 (centres undefined)
    8 | 3 | 0.3 | -3 | 8 | / | 14 | / | / | 6
> COc1ccccc1NS(=O)(=O)c1cccc2nsnc12
    / | 8 | -0.5 | 2 | 11 | -5 | 7 | 3 | 0 | -3
> CCOC(=O)[C@H]1[C@H]2COc3cc(OC)ccc3[C@@H]2N2C(=O)N(c3ccc(Cl)cc3)C(=O)[C@@]12C
    5 | 6 | 0.8 | -1 | 22 | -8 | -33 | -2 | 1 | -9
> CCN(CC)C(=O)CN1C(=O)C(=O)c2ccccc21
    2 | 3 | 0.2 | 0 | 24 | -10 | -18 | 2 | 1 | -2
> Cc1ccnc(NC(=O)c2sc3cc(Cl)ccc3c2Cl)c1
    2 | 54* | 2.9 | 27 | 16 | -28 | -140 | -2 | -9 | 6
> COc1cc(CNc2ccc(CNc3ncn[nH]3)cc2)cc(Cl)c1OCc1ccccc1
    -4 | 3 | 0.4 | -8 | 18 | -12 | -9 | 3 | 3 | -1
> CCOC(=O)CSc1nnc(CNC(=O)c2ccc(S(=O)(=O)N3CCOCC3)cc2)n1C
    2 | -15 | -0.2 | 2 | 16 | -15 | 2 | -5 | -1 | -2
> CCOC(=O)C1=C(C)NC(C)=C(C(=O)OCC)C1c1sccc1C
    1 | 18 | 0.1 | -1 | -11 | -19 | 25 | -3 | 6 | 3
> COc1cccc(NC(=O)CCSc2ccc(C)cc2)c1
    1 | 28 | 0.0 | -16 | 6 | 12 | -1 | -2 | 5 | -8
> CCC(C)NC(=O)NC(=O)N(C1CCCCC1)S(C)(=O)=O (centres undefined)
    -2 | -4 | -0.2 | -1 | 15 | -15 | -6 | 1 | -2 | -4
> CCCC(=O)Nc1ccc(C(=O)Nc2cc(C(F)(F)F)ccc2Cl)cc1
    -3 | 13 | -0.1 | 17 | 5 | 10 | -19 | 1 | 8 | -6
> Cc1cccc(C(=O)Nc2ccccc2SCC2CSc3nc4ccccc4c(=O)n32)c1 (centres undefined)
    -8 | 22 | -0.1 | 9 | 25 | -26 | 38 | -2 | 66* | -1
> COc1cc(NC(=O)c2ccccc2Cl)ccc1NC(=O)c1cccs1
    -1 | 42 | 4.7 | -8 | 46 | -83 | -143 | -1 | -1 | 13
> CN(C)CCC1CCN(c2cc(C#N)c(C#N)cc2[N+](=O)[O-])CC1
    6 | -4 | -1.0 | 2 | 9 | 1 | 17 | 1 | 0 | 1
> O=C(COC(=O)/C=C/c1cccc([N+](=O)[O-])c1)NCC1CCCO1 (centres undefined)
    -1 | 10 | 0.2 | -30 | 11 | -42 | -31 | -2 | 5 | 9
> Cc1cccc(N(CC(=O)NC2CCCCC2)C(=O)c2ccc(C)s2)c1
    6 | 10 | 0.0 | -2 | 10 | 5 | -13 | -1 | 4 | 2
> CC(C)(C)C(=O)OCc1cn(-c2ccc(Cl)cc2)nn1
    4 | 28 | 2.0 | 0 | -21 | -36 | -57 | 1 | 2 | 13
> CC1CCN(C(=O)COC(=O)c2cc([N+](=O)[O-])ccc2N2CCOCC2)CC1
    7 | -3 | -0.3 | 1 | 14 | / | -15 | / | / | -5
> CCOC(=O)Cc1nnc(NC(=O)c2ccccc2OC)s1
    6 | 5 | 0.1 | -3 | 7 | 6 | -10 | 6 | 1 | -3
> Brc1ccc(CSc2nnc(-c3cnccn3)n2Cc2ccco2)cc1
    -3 | 28 | 0.0 | -3 | 18 | -16 | 27 | 4 | -2 | 13
> CCOC(=O)C1CCCN(C(=O)c2ccccc2NC(C)=O)C1 (centres undefined)
    -3 | 15 | -0.8 | 2 | 25 | -28 | 9 | 0 | 1 | -7
> CCN(CC)CCCCOc1ccccc1OC
    2 | -13 | -0.3 | -6 | 11 | -23 | 12 | 2 | 0 | -11
> O=C(O)CCCNS(=O)(=O)c1ccc2ccccc2c1
    -5 | 12 | -0.5 | 1 | 22 | -25 | -6 | 2 | 3 | -4
> CC1(c2ccc([N+](=O)[O-])cc2)NC(=O)N(CC(=O)Nc2ccc(N3CCCCC3)cc2)C1=O (centres undefined)
    14 | -18 | -0.3 | -14 | -46 | / | -2 | / | / | 2
> NC(=O)c1ccccc1OCc1cccc2ccccc12
    2 | 16 | 0.2 | -1 | -6 | -28 | -13 | -3 | 5 | 0
> COc1ccc(-c2cc(-c3ccccc3)nc(SCC(=O)Nc3nccs3)c2C#N)cc1
    -8 | -9 | 0.3 | -6 | 0 | -6 | -12 | 1 | 3 | -1
> COCCn1nnnc1C(c1cccc(OC)c1OC)N1CCN(C(=O)c2ccco2)CC1 (centres undefined)
    5 | 15 | 0.1 | 6 | 11 | -15 | -19 | 2 | -3 | -4
> CC(=O)Nc1ccc(N2C(=O)CSC2c2cccc(Br)c2)cc1 (centres undefined)
    1 | 13 | 3.3 | -14 | 0 | -23 | -8 | -3 | 2 | 5
> O=C(NC1CCN(S(=O)(=O)c2ccc(F)cc2)CC1)c1ccccc1
    1 | -2 | 0.1 | -7 | 12 | -53 | 1 | -3 | -2 | 1
> Cc1ccc(-c2nn3cnnc3c3ccccc23)cc1
    -1 | -6 | -0.2 | 4 | 22 | -10 | 15 | 3 | 3 | -1
> CCc1cccc(CC)c1NC(=O)CSc1nnc(C(C)C)n1CC
    -4 | -5 | -3.9 | -4 | 14 | -21 | -16 | -1 | 2 | -2
> CCC(Sc1ncnc2c1nnn2-c1ccc(F)cc1)C(=O)OC (centres undefined)
    5 | 103* | 1.2 | 6 | 8 | 0 | -7 | -7 | 0 | 113
> O=C1CC(Nc2ccc(N3CCOCC3)cc2)C(=O)N1c1ccccc1F (centres undefined)
    2 | 1 | 0.0 | -6 | 26 | -2 | 19 | 2 | -4 | 0
> COc1cccc(-c2noc(C(C)n3nc(C)c([N+](=O)[O-])c3C)n2)c1 (centres undefined)
    3 | 28 | 0.6 | 9 | 16 | -12 | -44 | -5 | -2 | 6
> Cc1cc(Cl)ccc1C(=O)C1CCCN(C(=O)c2cccc(N3CCCC3=O)c2)C1 (centres undefined)
    -4 | -3 | -0.3 | -15 | 1 | -13 | -3 | -9 | -6 | -1
> CCc1ccc(C(=O)C(C)OC(=O)CNS(=O)(=O)c2ccc(C)cc2)cc1 (centres undefined)
    4 | 0 | 0.6 | 4 | 27 | / | 10 | / | / | 10
> COc1ccc(S(=O)Cc2ccc(C(=O)N3CCN(C(=O)c4ccco4)CC3)o2)cc1 (centres undefined)
    0 | -18 | -0.2 | 3 | 33 | -13 | 1 | 1 | 4 | -4
> O=C(CCN1C(=O)/C(=C/c2cccs2)SC1=S)Nc1ccccn1
    -4 | 6 | 0.1 | 6 | 16 | -37 | -11 | -1 | 1 | 3
> COc1ccccc1C(=O)NC(=O)COC(=O)CCOc1cc(C)ccc1C
    -4 | 4 | -0.8 | 20 | 11 | -26 | -2 | -1 | 3 | -9
> COc1ccccc1N(CC(=O)NCCSCc1cccc(C)c1)S(=O)(=O)c1ccccc1
    -2 | -18 | -0.1 | 6 | 6 | 11 | 5 | 3 | -3 | -2
> COc1ccc(C2NC(=O)NC(O)(C(F)(F)F)C2C(=O)c2ccccc2)cc1OC (centres undefined)
    0 | -1 | / | -1 | 15 | -22 | -20 | 0 | -6 | 6
> O=C(CCSCc1ccccc1F)NCc1cccs1
    -4 | 17 | -0.6 | -4 | -3 | -23 | 6 | 0 | -1 | -2
> C/C(CC(=O)NCCN1CCOCC1)=N\NC(=O)c1ccncc1
    -5 | 4 | 0.0 | 2 | 3 | -18 | 11 | -1 | -1 | -3
> CCc1ccc(O)c(CNCCNCc2cc(CC)ccc2O)c1
    -3 | -5 | 0.8 | -3 | 48 | / | 53 | / | / | -4
> COC(=O)c1ccc(CSc2nnnn2-c2ccc(C)cc2C)o1
    1 | 71* | / | -8 | 30 | 7 | -7 | -1 | -2 | 33
> CCOc1ccccc1CNS(=O)(=O)c1csc(C(N)=O)c1
    -2 | 36 | -0.1 | -2 | 20 | -23 | 9 | -2 | -6 | 10
> CCOc1ccc(NC(=O)C2CCN(S(=O)(=O)c3ccc4c(c3)C(C)(C)C(=O)N4C)CC2)cc1
    3 | 23 | -0.1 | -24 | 1 | -9 | 35 | 2 | 12 | 10
> Cn1c(=O)c2c(nc(NCc3ccc4c(c3)OCO4)n2C)n(C)c1=O
    2 | -5 | -0.2 | 9 | 23 | -15 | 20 | -3 | 5 | -1
> O=C(N/N=C/C=C/c1ccccc1[N+](=O)[O-])c1ccncc1
    3 | -11 | -0.8 | 4 | 4 | -20 | -24 | 0 | 6 | -1
> O=C(O)c1ccc(S(=O)(=O)c2ccc3c(c2)C(=O)N(c2ccc(O)cc2)C3=O)cc1
    / | -9 | -0.6 | 3 | -3 | -24 | 13 | 10 | -12 | -9
> C/C(=N/Oc1nc(C)cc(C)n1)c1ccc(F)cc1
    5 | -1 | 0.7 | 8 | 18 | -35 | -46 | 14 | -3 | 0
> O=c1oc2ccccc2c(O)c1/C=N/c1ccccn1
    -1 | -7 | 0.0 | ? | 43 | -13 | 7 | 2 | 10 | -3
> COc1ccc(CNC(=O)c2ccc3c(c2)NC(=O)C(C)S3)cc1 (centres undefined)
    / | 2 | 1.0 | 5 | -2 | -16 | -11 | -3 | 1 | 2
> CCCCN1CC[C@H]2C=CC[C@@H](C(=O)N3CCN(c4ccccc4)CC3)[C@H]2C1=O
    0 | 1 | 0.1 | -5 | 10 | / | 23 | / | / | 5
> Cc1ccc(N2CCOCC2)c2c1C(=O)c1ccccc1C2=O
    2 | 6 | -0.6 | -17 | 13 | -26 | 24 | -6 | 5 | -1
